S100A4 MyoIIA – blocks human S100A4 binding to myosin IIA peptide; P26447; S100A4/TAMRA-MyoIIA peptide fluorescence polarization; inhibition, % at 10.7 µM; 360,000 compounds, 0.14% hits;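 active means mean inhibition of at least 70% across replicates, with every replicate also reaching that level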
Target sequence (P26447 whole entry, looked up): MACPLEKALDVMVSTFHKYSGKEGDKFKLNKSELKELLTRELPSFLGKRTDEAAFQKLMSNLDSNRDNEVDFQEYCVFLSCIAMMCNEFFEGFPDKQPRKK
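Material: S100A4 monomer protein | Medium: HEPES pH 7.2 with CaCl2, KCl, NaCl, DTT, Triton | Reagent: Labelled myosin peptide probe, 5 nM | Doses: One dose per compound | Times: 5 min incubation before reading | Benchmarks: Neutral control DMSO, positive control TFP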
ERAP1 HTS inh – inhibitors of human ERAP1 aminopeptidase; inhibition, % at 10.7 µM; recombinant ERAP1, Leu-AMC fluorescence, 60 min; Q9NZ08; 340,000 compounds, 0.15% hits; AID 652197;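 active means mean replicate inhibition of at least 30%, or all replicates individually reaching that 30% level; inactive means mean below 30% and not every replicate reaching it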;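 further: 0% = neutral control wells and 100% = L-leucinethiol positive control wells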
Cneo AK release – causes C. neoformans cell lysis | adenylate kinase release luminescence, 4 h; normalised: neutral wells 0, clomiphene wells 100 | lysis activity, % at 15 µM | 360,000 compounds, 0.2% hits;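 active means mean lysis activity across replicates of at least 80%, whatever share of replicates individually reach that level; inactive means mean lysis activity below 80%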
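Material – Cryptococcus neoformans yeast cells · Quantity – 5 × 10^6 yeast cells/mL · Buffer or medium – YPD medium · Compound – single dose · Timing – 4 h static compound exposure, 37 °C, read 1 h post-reagent · Signal – adenylate kinase release luminescence · Read-out basis – lysis from increased AK signal · Benchmarks – Clomiphene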
XiGFP reactiv – reactivates the inactive X chromosome in mouse fibroblasts. activation, % at 7.58 µM. 360,000 compounds, 0.055% hits. AID 743238. XiGFP mouse fibroblasts, % GFP-positive cells imaging, 3 d; cells co-treated with 5-aza-dC sensitizer; scaled so ellipticine positive control = 100%;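 active means mean normalized replicate activation at least 10% and every replicate at or above 10%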;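 further: 0% = median of on-plate neutral control wells and 100% = ellipticine 6 µM median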
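System: 68-5-11 XiGFP fibroblast line; Timing: 3 days compound exposure; Compound dosing: one concentration, pinned; Benchmarks: positive control ellipticine, 6 µM final; Buffer or medium: DMEM containing 5-aza-dC.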
PGC1a acetyl inh – modulators of PGC1a acetylation; AID 651687; 350,000 compounds, 0.17% hits; U2OS PGC1a acetylation, AlphaScreen anti-acetyl-lysine; with virally co-expressed GCN5 acetyltransferase; inhibition, % at 15.6 µM;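 active means every replicate shows inhibition of at least 40%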;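 further: 0% = neutral control wells and 100% = positive control wells; some results beyond the cut were filed as inactive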
C2C12 statin – protects C2C12 myotubes from simvastatin toxicity; ATP luminescence, 48 h; scaled: DMSO 0, geranylgeraniol control 100; rescue of ATP level, % at 7.49 µM; 330,000 compounds, 0.78% hits;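 active means mean ATP rescue above about 67%, or every replicate alone reaching that limit, limit read from the data, passing the limit was not always enough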;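 further: myotubes were challenged with 10 µM simvastatin during compound exposure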
LGR2 inh – Drosophila LGR2 receptor signaling inhibition. HEK293 LGR2, CRE-luciferase, bursicon-stimulated, 4 h. inhibition, % at 9.99 µM. 380,000 compounds, 0.35% hits. AID 720647;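 active means drop in luminescence signal, shown as inhibition above about 50% in the replicate tests, limit read from the data, passing the limit was not always enough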;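 further: agonist challenge used bursicon conditioned medium at about half maximal strength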
SIRT5 inh – sirtuin-5 (human) deacylase inhibition; Purified SirT5, succinyl-peptide AMC, trypsin-coupled fluorescence; Q9NXA8; 330,000 compounds, 1.1% hits; inhibition, % at 15 µM; in the data active means inhibition above about 15%
Target sequence (Q9NXA8 whole entry, looked up): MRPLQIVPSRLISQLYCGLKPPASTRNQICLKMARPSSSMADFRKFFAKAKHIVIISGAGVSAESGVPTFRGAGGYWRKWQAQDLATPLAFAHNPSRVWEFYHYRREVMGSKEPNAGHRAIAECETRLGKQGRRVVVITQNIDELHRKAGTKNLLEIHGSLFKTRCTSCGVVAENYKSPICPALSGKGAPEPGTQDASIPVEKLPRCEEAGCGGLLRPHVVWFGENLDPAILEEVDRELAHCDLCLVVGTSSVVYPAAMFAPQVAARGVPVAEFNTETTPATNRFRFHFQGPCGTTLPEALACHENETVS
Numbers without * were called inactive. The list is partial. The share of hits here may be higher or lower than overall.

How did COc1ccc(CNCCc2c(C)[nH]c3ccc(OC(F)(F)F)cc23)c(OC)c1 do in these assays?
S100A4 MyoIIA: -1; ERAP1 HTS inh: -2; Cneo AK release: 7; XiGFP reactiv: 0.2; PGC1a acetyl inh: -43; C2C12 statin: -16; LGR2 inh: -2; SIRT5 inh: -7

What do the screens show for `O=C1NC(=S)N(c2ccc(Br)cc2)C(=O)/C1=C/N1CCN(C(=O)c2ccco2)CC1`?
S100A4 MyoIIA: -14; ERAP1 HTS inh: -1; XiGFP reactiv: 0.1; LGR2 inh: 12; SIRT5 inh: 4

How did COP(=O)(OC)C(NS(=O)(=O)c1ccccc1)C(Cl)(Cl)Cl (stereo unspecified) do in these assays?
S100A4 MyoIIA: -6; ERAP1 HTS inh: -1; Cneo AK release: -1; XiGFP reactiv: 0.0; PGC1a acetyl inh: 13; C2C12 statin: 7; LGR2 inh: 25; SIRT5 inh: -3

What do the screens show for `CCN1CCC(NCC2CCCCC2)CC1`?
S100A4 MyoIIA: 4; ERAP1 HTS inh: -6; Cneo AK release: 3; XiGFP reactiv: 0.2; PGC1a acetyl inh: -7; C2C12 statin: -7; LGR2 inh: 11

Results for O=C1NC(=O)N(c2cccc(Br)c2)C(=O)/C1=C/c1ccsc1 ?
S100A4 MyoIIA: 50; ERAP1 HTS inh: -4; XiGFP reactiv: 0.0; LGR2 inh: 8; SIRT5 inh: 0

Results for Cc1cc(C(=O)O)c(C)n1C1CC1 ?
S100A4 MyoIIA: -3; ERAP1 HTS inh: 1; XiGFP reactiv: 0.0; PGC1a acetyl inh: 1; LGR2 inh: 3; SIRT5 inh: -2

How did O=C1c2ccccc2-n2nnnc2C2c3ccccc3-n3nncc3CN12 (stereo unspecified) do in these assays?
S100A4 MyoIIA: 3; ERAP1 HTS inh: -6; Cneo AK release: 1; PGC1a acetyl inh: 0; C2C12 statin: -13; LGR2 inh: 4; SIRT5 inh: -4

What do the screens show for `COc1cccc(OC)c1C(=O)NC(=S)N1C[C@H]2C[C@H](C1)c1cccc(=O)n1C2`?
S100A4 MyoIIA: -5; ERAP1 HTS inh: 1; Cneo AK release: -2; PGC1a acetyl inh: -4; C2C12 statin: 8; SIRT5 inh: 0

Results for COCC#Cc1ccc([C@@H]2[C@@H](CO)N3CCCCN(C(=O)Cc4ccccn4)C[C@@H]23)cc1 ?
S100A4 MyoIIA: -31; ERAP1 HTS inh: -3; Cneo AK release: 0; XiGFP reactiv: 0.1; PGC1a acetyl inh: 19; LGR2 inh: 5; SIRT5 inh: -5

What do the screens show for `C[C@H](Cc1ccc(OCC(=O)O)cc1)NC[C@H](O)c1cccc(Cl)c1`?
S100A4 MyoIIA: -4; ERAP1 HTS inh: -6; XiGFP reactiv: 0.0; LGR2 inh: 13; SIRT5 inh: 0

Random excerpt: 3 compounds from above, in no set order.
What do the screens show for `CCN1CCC(NCC2CCCCC2)CC1`?
S100A4 MyoIIA: 4; ERAP1 HTS inh: -6; Cneo AK release: 3; XiGFP reactiv: 0.2; PGC1a acetyl inh: -7; C2C12 statin: -7; LGR2 inh: 11

Results for COCC#Cc1ccc([C@@H]2[C@@H](CO)N3CCCCN(C(=O)Cc4ccccn4)C[C@@H]23)cc1 ?
S100A4 MyoIIA: -31; ERAP1 HTS inh: -3; Cneo AK release: 0; XiGFP reactiv: 0.1; PGC1a acetyl inh: 19; LGR2 inh: 5; SIRT5 inh: -5

What do the screens show for `O=C1NC(=S)N(c2ccc(Br)cc2)C(=O)/C1=C/N1CCN(C(=O)c2ccco2)CC1`?
S100A4 MyoIIA: -14; ERAP1 HTS inh: -1; XiGFP reactiv: 0.1; LGR2 inh: 12; SIRT5 inh: 4

(cont.)
How did COP(=S)(OC)SCN1C(=O)c2ccccc2C1=O do in these assays?
S100A4 MyoIIA: -3; ERAP1 HTS inh: -2; Cneo AK release: 7; XiGFP reactiv: -0.1; PGC1a acetyl inh: -5; C2C12 statin: 0; LGR2 inh: 4; SIRT5 inh: 0

Results for Cn1cnc([N+](=O)[O-])c1Sc1ccc([N+](=O)[O-])cc1 ?
S100A4 MyoIIA: 2; ERAP1 HTS inh: 3; Cneo AK release: 0; XiGFP reactiv: 0.2; LGR2 inh: 29; SIRT5 inh: -1

Results for COC(=O)[C@H]1[C@H](CO)[C@H]2Cn3c(cccc3=O)[C@@H]1N2C(=O)C1CCCC1 ?
S100A4 MyoIIA: 17; ERAP1 HTS inh: 2; Cneo AK release: -9; XiGFP reactiv: 0.0; C2C12 statin: -9; LGR2 inh: 19; SIRT5 inh: 9

How did Nc1ccc2nonc2c1[N+](=O)[O-] do in these assays?
S100A4 MyoIIA: 30; ERAP1 HTS inh: 4; Cneo AK release: -2; XiGFP reactiv: 0.0; PGC1a acetyl inh: 6; C2C12 statin: -2; LGR2 inh: -2; SIRT5 inh: -6

Results for CN1CCCCC1c1ccc(-c2cccnc2)nc1 (stereo unspecified) ?
S100A4 MyoIIA: -2; ERAP1 HTS inh: 1; Cneo AK release: 1; PGC1a acetyl inh: 0; C2C12 statin: -11; LGR2 inh: -3

Results for Nc1c(Cl)cc([N+](=O)[O-])cc1Cl ?
S100A4 MyoIIA: -1; ERAP1 HTS inh: 1; Cneo AK release: -4; XiGFP reactiv: 0.2; PGC1a acetyl inh: 7; C2C12 statin: 5; LGR2 inh: -6; SIRT5 inh: -5

What do the screens show for `CCCCn1c(=O)c(C(=O)NCc2ccccc2Cl)c(O)c2ccccc21`?
S100A4 MyoIIA: -7; ERAP1 HTS inh: -1; Cneo AK release: 0; XiGFP reactiv: 0.0; C2C12 statin: -2; LGR2 inh: 2; SIRT5 inh: -4

Results for CC(=O)OC1CC(OC2C(O)CC(OC3C(O)CC(OC4CCC5(C)C(CCC6C5CC(O)C5(C)C(C7=CC(=O)OC7)CCC65O)C4)OC3C)OC2C)OC(C)C1OC1OC(CO)C(O)C(O)C1O (stereo unspecified) ?
S100A4 MyoIIA: -5; ERAP1 HTS inh: 2; Cneo AK release: -1; XiGFP reactiv: -0.1; PGC1a acetyl inh: 7; C2C12 statin: -6; LGR2 inh: 88*; SIRT5 inh: -1

What do the screens show for `CCN1C[C@]2(OC(=O)c3ccccc3NC(C)=O)CCC(OC)C34C5C[C@H]6C(OC)[C@]5(O)[C@](O)(C[C@@H]6OC)C(C[C@@H]32)[C@H]14` (stereo partly specified)?
S100A4 MyoIIA: 1; ERAP1 HTS inh: 4; Cneo AK release: -2; XiGFP reactiv: 0.3; PGC1a acetyl inh: 1; C2C12 statin: 3; LGR2 inh: 20; SIRT5 inh: -11

Results for CN(C)c1ccc(C(=O)N/N=C/C23CC[C@@H](O)CC2(O)CC[C@@H]2[C@@H]3CCC3(C)C(C4=CC(=O)OC4)CCC23O)cc1 (stereo partly specified) ?
S100A4 MyoIIA: 2; ERAP1 HTS inh: 3; Cneo AK release: 0; XiGFP reactiv: 0.1; PGC1a acetyl inh: -9; C2C12 statin: 1; LGR2 inh: 37; SIRT5 inh: 1

What do the screens show for `O=[N+]([O-])c1cccc(NP(=O)(Oc2ccccc2)Oc2ccccc2)c1`?
S100A4 MyoIIA: -2; ERAP1 HTS inh: -1; Cneo AK release: 0; XiGFP reactiv: 0.1; PGC1a acetyl inh: -6; C2C12 statin: 15; LGR2 inh: -19; SIRT5 inh: -4

Results for CCCCn1c(C)c(C(=O)OCC)c2c(CN3CCOCC3)c(O)ccc21 ?
S100A4 MyoIIA: -3; ERAP1 HTS inh: 0; Cneo AK release: 11; PGC1a acetyl inh: -1; C2C12 statin: -14; LGR2 inh: -11; SIRT5 inh: -2

Results for Cn1c(O)c(C=Nc2ccc(F)cc2)c(=O)[nH]c1=O ?
S100A4 MyoIIA: 3; ERAP1 HTS inh: 0; Cneo AK release: -1; XiGFP reactiv: 0.0; PGC1a acetyl inh: 6; C2C12 statin: 7; LGR2 inh: 0; SIRT5 inh: 1

Results for Cc1cccc(N2C(=O)NC(=O)/C(=C\c3cnc(-c4ccccc4)nc3)C2=O)c1 ?
Cneo AK release: 1; XiGFP reactiv: -0.1; C2C12 statin: -2; LGR2 inh: 9

What do the screens show for `COC(=O)C1=C(c2cc3ccccc3o2)C[C@@H]2CC[C@H]1N2C(=O)NCCO`?
S100A4 MyoIIA: -4; Cneo AK release: 2; XiGFP reactiv: 0.0; C2C12 statin: 7; LGR2 inh: 6

How did COC(=O)[C@H]1[C@H](CO)[C@H]2Cn3c(ccc(-c4cccnc4)c3=O)[C@@H]1N2S(=O)(=O)c1ccccc1F do in these assays?
S100A4 MyoIIA: -2; ERAP1 HTS inh: 0; Cneo AK release: 1; XiGFP reactiv: 0.0; C2C12 statin: 1; LGR2 inh: -2; SIRT5 inh: -13

Results for CC(=O)c1ccc(-c2ccccc2)cc1 ?
S100A4 MyoIIA: -6; ERAP1 HTS inh: -2; Cneo AK release: -1; XiGFP reactiv: -0.1; LGR2 inh: -65; SIRT5 inh: -3

Results for Cc1cccc(NC2=NCCCS2)c1 ?
S100A4 MyoIIA: -2; ERAP1 HTS inh: 2; Cneo AK release: 1; XiGFP reactiv: -0.2; PGC1a acetyl inh: 4; C2C12 statin: -8; LGR2 inh: -6; SIRT5 inh: 0

How did O=C(Cn1cc(C(=O)c2ccccc2F)c2ccccc21)NC1CC1 do in these assays?
S100A4 MyoIIA: -8; ERAP1 HTS inh: -3; XiGFP reactiv: 0.0; PGC1a acetyl inh: -2; LGR2 inh: 17; SIRT5 inh: 3

What do the screens show for `CC1=C(O)C(=O)C=C2C1=CC=C1C2(C)CCC2(C)C3CC(C)(C(=O)O)CCC3(C)CCC12C` (stereo unspecified)?
S100A4 MyoIIA: -3; ERAP1 HTS inh: 1; XiGFP reactiv: -0.1; PGC1a acetyl inh: 30; C2C12 statin: -219

What do the screens show for `O=C(c1cc2cc(Cl)ccc2[nH]1)N1CCC2(CC1)OCCO2`?
S100A4 MyoIIA: -3; ERAP1 HTS inh: 0; Cneo AK release: 0; XiGFP reactiv: 0.1; PGC1a acetyl inh: -17; C2C12 statin: 6; LGR2 inh: -44; SIRT5 inh: -2

What do the screens show for `O=C(CCl)NCC1CCCO1` (stereo unspecified)?
S100A4 MyoIIA: 1; ERAP1 HTS inh: -5; XiGFP reactiv: 0.0; LGR2 inh: -7; SIRT5 inh: 11

Results for COC(=O)c1ccccc1NC(=O)N1C[C@@H]2C[C@@H](C1)c1cccc(=O)n1C2 ?
S100A4 MyoIIA: 10; Cneo AK release: 5; PGC1a acetyl inh: -8; C2C12 statin: 6; LGR2 inh: -10

What do the screens show for `Cc1cccc(CN2CCCC(C(=O)c3ccc(C(F)(F)F)cc3)C2)n1` (stereo unspecified)?
S100A4 MyoIIA: -14; ERAP1 HTS inh: 2; XiGFP reactiv: 0.1; SIRT5 inh: 2

What do the screens show for `O=c1[nH]c(=O)n(-c2ccccc2F)c(O)c1C=NCCC1=CCCCC1`?
S100A4 MyoIIA: -3; ERAP1 HTS inh: 7; Cneo AK release: 3; XiGFP reactiv: 0.0; PGC1a acetyl inh: 14; C2C12 statin: 2; SIRT5 inh: -1

How did O=c1[nH]c(Cl)ccc1CN1CCOCC1 do in these assays?
S100A4 MyoIIA: -1; ERAP1 HTS inh: -3; Cneo AK release: 0; XiGFP reactiv: 0.2; PGC1a acetyl inh: 9; C2C12 statin: -4; LGR2 inh: -7

Results for C=CC12CN(C)C3C4COC(CC41)C1(C(=O)Nc4ccccc41)C32 (stereo unspecified) ?
S100A4 MyoIIA: -13; ERAP1 HTS inh: 0; Cneo AK release: 1; PGC1a acetyl inh: -7; C2C12 statin: -5; LGR2 inh: 1; SIRT5 inh: 3
